# Bioassay records deposited in PubChem by National Center for Advancing Translational Sciences (NCATS).
# Tb PFK block: inhibitors of T. brucei phosphofructokinase; O15648; T. brucei PFK, ADP-Glo luminescence; Potency, µM (titrated, usually from 57.5 µM), inactives show at the highest dose activity, negative = inhibition, usual class: inhibitors; 330,000 tested, 0.17% active; AID 485367;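 note: potency is the fitted concentration of half-maximal effect; 0% = uninhibited 1x PFK enzyme wells and -100% = no-enzyme wells; nearly all actives have a fitted effect of over 60% in size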
#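 ADP-Glo luminescence quantified ADP after 45 min at room temperature, with 1.25 nM T. brucei PFK, 0.1 mM ATP and 0.5 mM fructose-6-phosphate in pH 8.0 TEA buffer. qHTS titrations up to 57 µM; curves classified by quality.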
# PKM2 act: increases activity of human pyruvate kinase M2. 260,000 tested, 0.34% active. Potency, µM (doses to about 57.5 µM), for inactives: at the highest dose activation, usual class: activators. purified PKM2, Kinase-Glo ATP luminescence, activation; response scale: 0% is enzyme alone, no compound; note: potency is the fitted concentration of half-maximal effect; % is set by controls: 0 for no effect and ±100 for the full control effect; nearly all actives have a fitted effect of over 55% in size
# Target sequence (P14618 whole entry, looked up): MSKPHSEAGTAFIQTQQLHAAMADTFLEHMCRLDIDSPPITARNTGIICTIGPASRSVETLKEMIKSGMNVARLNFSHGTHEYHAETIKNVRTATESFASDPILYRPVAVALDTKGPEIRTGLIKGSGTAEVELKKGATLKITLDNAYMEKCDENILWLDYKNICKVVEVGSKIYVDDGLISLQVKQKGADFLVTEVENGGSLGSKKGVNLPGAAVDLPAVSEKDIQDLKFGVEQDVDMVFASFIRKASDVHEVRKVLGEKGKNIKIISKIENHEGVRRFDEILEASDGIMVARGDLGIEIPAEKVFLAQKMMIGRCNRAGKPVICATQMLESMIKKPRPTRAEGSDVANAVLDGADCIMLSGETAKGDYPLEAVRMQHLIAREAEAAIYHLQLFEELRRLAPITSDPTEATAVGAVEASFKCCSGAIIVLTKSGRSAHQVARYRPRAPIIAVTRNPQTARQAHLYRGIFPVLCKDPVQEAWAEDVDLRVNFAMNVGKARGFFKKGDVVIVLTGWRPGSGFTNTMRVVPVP
#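 Purified hPK-M2 (>95% pure) converted ADP (0.1 mM final) to ATP with 0.5 mM PEP in 50 mM imidazole pH7.2, KCl, MgCl2, Tween 20, BSA; 1 h at room temperature. ATP detected by Kinase-Glo luminescence.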
# Coupling enz: inhibits coupling enzyme system, counter-screen for aldolase hits; activity change, negative = inhibition, % at 58.2 µM, hits read low; coupling enzyme system counterscreen, AmpLite Red fluorescence; AID 2472; 290,000 tested, 0.67% active; in the data active = activity change below about -30%; note: % is set by controls: 0 for no effect and ±100 for the full control effect
#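 Fluorescence at 525 nm excitation and 598 nm emission measured inhibition of the coupled detection system without aldolase. Compounds (at 57.5 uM final) were preincubated 10 min at room temperature with coupling enzyme reagent before a 20 min substrate/AmpLite Red step.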
# a7 integrin act: activates integrin-mediated alleviation for muscular dystrophy. alpha7betagal myoblasts, beta-gal FDG fluorescence, 48 h. Potency, µM (highest dose often 38.3 µM), inactives show at the highest dose activation, actives largely listed as activators. 350,000 tested, 0.064% active;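 note: potency is the fitted concentration of half-maximal effect; 100% = response of the positive control SU9516; nearly all actives have a fitted effect of over 60% in size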
#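 alpha7betagal+/- myoblasts (passage 13, 250/well) treated 48 h at 37C with compounds at 1:260 dilution of DMSO stock. Lysed, then beta-galactosidase activity read as FDG fluorescence (ex 480/em 540) after 30 min, with pre-read for autofluorescence.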
# B2AR arrestin: recruits beta-arrestin to the human beta2-adrenergic receptor | P07550 | beta-arrestin recruitment to beta2AR, cell-based reporter | Potency, µM (doses to about 46.1 µM), without a hit: at the top dose activation, most hits filed as activators | 330,000 tested, 0.02% active | AID 492947;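 note: potency is the fitted concentration of half-maximal effect; 0% = DMSO controls and full agonism = EC100 isoproterenol or metaproterenol; nearly all actives have a fitted effect of over 65% in size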
# TSG101-PTAP inh: blocks PTAP/TSG101 interaction to inhibit HIV-1 budding; Q99816; Fluorescence polarization, FITC-PTAP peptide / Tsg101 binding; Potency, µM (highest dose often 115 µM), without a hit: at the top dose activity change, negative = inhibition, actives largely listed as inhibitors; 340,000 tested, under 10 active; active = well fitted inhibition curve with a large enough effect in the main read-out, with a control signal flat, not every such curve was filed as active; inconclusive = small, poorly fitted or top-dose-only effect, or effect the other way, or a change in a side signal; inactive = no such curve, though single readings can be large or run the other way; note: potency is the fitted concentration of half-maximal effect; % of control where 0% means no effect
# Target sequence (Q99816 whole entry, looked up): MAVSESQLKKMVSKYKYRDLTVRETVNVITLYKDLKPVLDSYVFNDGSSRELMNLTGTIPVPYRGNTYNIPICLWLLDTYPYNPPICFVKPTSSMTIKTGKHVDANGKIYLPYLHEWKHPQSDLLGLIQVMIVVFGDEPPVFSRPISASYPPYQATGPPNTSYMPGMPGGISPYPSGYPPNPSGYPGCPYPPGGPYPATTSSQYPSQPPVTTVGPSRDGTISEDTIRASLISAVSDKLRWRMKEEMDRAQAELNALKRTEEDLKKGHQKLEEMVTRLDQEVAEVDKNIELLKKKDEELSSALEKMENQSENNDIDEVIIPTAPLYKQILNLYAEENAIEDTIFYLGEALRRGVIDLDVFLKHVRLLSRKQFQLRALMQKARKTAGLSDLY
#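 Tsg101 binding domain (10 uM final) was mixed with compound and a FITC-labeled PTAP peptide (50 nM final) in HEPES pH 7.5 buffer with NaCl, Tween 20, EDTA and TCEP; fluorescence polarization was read after 20 min at r.t.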
# GALK inhibitor: blocks human galactokinase activity; Purified GALK, Kinase-Glo residual ATP luminescence; Potency, µM (doses to about 57.5 µM), inactives show top-dose activity change, negative = inhibition, usual class: inhibitors; 270,000 tested, 0.007% active; AID 1868; note: potency is the fitted concentration of half-maximal effect; % is set by controls: 0 for no effect and ±100 for the full control effect
#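 GALK at 5 nM final was combined with compound, 35 uM ATP and 100 uM galactose in HEPES pH8.0 with MgCl2 and DTT. The reaction ran one hour at room temperature before luminescent ATP detection.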
# Menin-MLL TR inh: menin-MLL binding inhibition, Texas Red mutant peptide; O00255; Menin + Texas Red MLL mutant peptide, fluorescence polarization; Potency, µM (top dose mostly 61.6 µM), without a hit: top-dose FP activity change, negative = inhibition, usual class: inhibitors; 270,000 tested, 0.23% active; active = well fitted inhibition curve with a large enough effect in the polarisation, with a control signal flat, not every such curve was filed as active; inconclusive = small, poorly fitted or top-dose-only effect, or effect the other way, or a change in a side signal; inactive = no such curve, though single readings can be large or run the other way; the % refers to the polarisation; note: potency is the fitted concentration of half-maximal effect; % of control where 0% means no effect; many of its hits are not listed in these tables
# S-ASM inh: human S-ASM enzyme inhibition | P17405 | placental ASM, HMU-PC fluorogenic substrate, 60 min | Potency, µM (series often up to 57.5 µM), inactives show top-dose activity change, negative = inhibition, usual class: inhibitors | 340,000 tested, 0.006% active | AID 504937; note: potency is the fitted concentration of half-maximal effect
#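 Steps: dispense placental human ASM, pin compound, wait 10 min at room temperature, add HMU-PC0 substrate at 9 uM final, incubate 60 min at 37 °C, add stop solution raising pH to 10, read fluorescence.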
# Giardia kill: kills Giardia lamblia; AID 540267; Giardia lamblia trophozoite viability; activity change, % at 7.66 µM, hits read low; 340,000 tested, 0.15% active; in the data active = activity change below about -80%; inconclusive = between about -30% and that limit;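 note: parasites exposed to compound for two days anaerobically before the ATP read; % is set by controls: 0 for no effect and ±100 for the full control effect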
#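 Trophozoite viability was measured as ATP-dependent luminescence, read 15-30 min after reagent addition. Before that, parasites at 100 cells/well were exposed to compounds for 48 h, anaerobically, at 37 deg C.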
# BCR signal inh: blocks chronic active B-cell receptor signaling. ABC-DLBCL IkBa-CBG/CBR reporter, luminescence ratio, 4 h. Potency, µM (series often up to 46.1 µM), for inactives: at the top dose ratio change, negative = lower green/red ratio, actives largely listed as inhibitors. 340,000 tested, 0.05% active; active = well fitted inhibition curve with a large enough effect in the signal ratio, with a control signal flat, not every such curve was filed as active; inconclusive = small, poorly fitted or top-dose-only effect, or effect the other way, or a change in a side signal; the % refers to the signal ratio;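 note: potency is the fitted concentration of half-maximal effect; plate controls were basal doxycycline-induced cells for no effect and cells given 10 µM MG132 for full effect; MG132 reads +100%, hits lower the ratio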
#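 Concentration-response series (up to 46 uM) were applied to TMD8 dual-reporter cells for 4 h at 37C with doxycycline. Green/red ratio, after filter-overlap correction, defined %Activity; red signal alone was normalised to basal cells and zero luminescence.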
# The depositor's hits bear a star; ? = inconclusive; . = no result given; [ ] = dose if it differs, or a comment. Unless noted, calls come from the whole dose curve; as a rule, active = well fitted curve in the direction sought with a large enough effect; inconclusive = small, poorly fitted or top-dose-only effect, or another doubt; inactive = no such curve, though single readings can be large; an effect the other way counts as inactive or inconclusive. The list is partial (hit frequency here may not be typical).
no.	canonical_smiles	Tb PFK block	PKM2 act	Coupling enz	a7 integrin act	B2AR arrestin	TSG101-PTAP inh	GALK inhibitor	Menin-MLL TR inh	S-ASM inh	Giardia kill	BCR signal inh
1	CCn1c(N2CCN(C(=S)NCC(C)C)CC2)nc2ccccc21	4.4%	5.3%	-1.9	26.2%	-0.1%	-9.3%	1.8%	2.8%	1.1%	8.6	5.0%
2	COc1ccccc1NC(=O)CCC(=O)Nc1cc(OC)c(NC(=O)c2cccs2)cc1OC	-0.3%	2.7%	-2.7	?	0.0%	-3.6%	8.2%	2.7%	-4.7%	11.7	?
3	Cc1ccc(CSc2nnc(SCC(=O)N/N=C/c3c(C)nn(-c4ccccc4)c3C)s2)cc1	-3.6%	-3.9%	-0.5	11.5%	-0.1%	-6.6%	1.2%	-3.3%	-1.9%	-17.8	?
4	Cn1c(CNC(=O)CNC(=O)c2ccc(C(C)(C)C)cc2)cc(=O)n(C)c1=O	-0.7%	0.2%[0.46 µM]	-2.1	-13.3%	-0.7%	-1.1%	0.7%	1.5%	-0.2%	2.0	-0.2%
5	CN1C(=O)c2oc3ccccc3c(=O)c2C1c1ccccn1 (stereo not drawn)	-8.3%	-0.1%	0.5	-4.7%	-0.2%	-3.7%	2.7%	-17.9%	1.3%	17.6	?
6	COC(=O)Cc1ccc(NC(=S)NCc2ccc(S(N)(=O)=O)cc2)cc1	3.3%	.	3.8	3.8%	-0.9%	-1.8%	-1.4%	-9.2%	6.4%	-1.6	-6.9%
7	Cc1nnc(SCc2nnc(-c3ccccc3)o2)n(N)c1=O	1.8%	5.0%	0.2	-32.8%	-0.2%	1.3%	-3.5%	11.4%	-0.5%	1.4	?
8	Fc1ccc(Br)cc1C1C=C(c2cccnc2)Nc2ncnn21 (stereo not drawn)	-4.3%	-7.0%	-3.5	1.9%	-1.0%	-13.6%	1.5%	0.5%[11.7 µM]	45.5%[activator]	12.1	1.2%
9	COc1ccc(OCC(O)CNC(=O)c2c(-c3ccccc3)noc2C)cc1 (stereo not drawn)	-6.3%	-1.8%	2.2	0.0%	-1.0%	-1.0%	0.5%	.	-2.4%	-15.0	-0.3%
10	COC(=O)c1cn(CC(=O)Nc2ccccc2C)c2ccccc12	-0.5%	-12.9%	0.0	-30.8%	-0.6%	-2.2%	4.2%	-26.6%	3.4%	11.7	0.9%
11	Fc1ccc(CN2CCCN(C(=S)Nc3ccc(F)cc3)CC2)cc1	0.9%	2.5%	-0.9	-13.3%	0.1%	-3.8%	-0.8%	.	-4.9%	9.2	?
12	CCOC(=O)c1c(C)n(CC(COC(C)=O)OC(C)=O)c2ccc(OC(C)=O)cc12 (stereo not drawn)	0.3%	-1.9%	1.9	9.4%	0.2%	-0.7%	-0.2%	-2.5%	-1.5%	-2.9	1.6%
13	O=C(C1=C[C@@H](c2csc3ccccc23)C[C@@H](OCc2ccc(CO)cc2)O1)N1CCN(Cc2ccccc2)CC1	4.8%	-2.1%	-4.8	-4.2%	0.4%	7.2%	-1.5%	-6.7%	-8.0%	-15.6	?
14	CC(=O)N=c1sccn1CC(=O)c1ccc([N+](=O)[O-])cc1	1.5%	4.5%	-0.9	2.4%	-0.4%	0.0%	-2.6%	-6.1%	6.9%	-9.8	5.1%
15	COc1ccc(CCNC(=O)CC(Cc2ccc(C)cc2)C(=O)O)cc1OC (stereo not drawn)	0.4%	.	1.3	-0.6%	0.3%	-1.9%	-0.5%	-23.4%	2.0%	34.3[activator]	3.4%
16	Cc1oc2c(C)c3oc(=O)c4c(c3cc2c1C)CCCC4	-2.9%	0.8%	5.3	3.7%	-1.1%	-3.5%	10.3%	-6.6%	25.4%	-1.7	?
17	COCCN1CCN(C(=O)c2cc(COc3ccc(F)cc3Cl)on2)CC1	0.0%	1.0%	.	-7.4%	-0.3%	-3.5%	5.1%	.	.	-13.7	-1.8%
18	Cc1ccc(S(=O)(=O)N2CCN(C(=O)C(F)(F)F)C2c2ccc(N(C)C)cc2)cc1 (stereo not drawn)	4.7%	.	1.1	37.9%	-0.1%	-2.1%	2.8%	.	-1.2%	13.1	-1.5%
19	COc1ccc(C(=O)NC(Cc2c[nH]c3ccccc23)C(=O)O)cc1 (stereo not drawn)	1.2%	.	6.4	?	-0.1%	0.3%	.	-23.8%	-1.3%	0.2	-1.2%
20	Cc1cc(C)nc(S/C=C/C(=O)c2ccccc2)n1	-4.7%	9.8%	0.5	-78.7%[inhibitor]	?	-1.5%	-1.4%	.	4.2%	-5.0	?
21	O=C(COC(=O)c1ccc(O)cc1)c1ccc(S(=O)(=O)N2CCCCC2)cc1	9.0%	.	.	1.6%	-0.1%	0.1%	.	.	-7.4%	-13.4	-4.4%
22	Clc1ccc(CN2C3=NCCCN3c3ccccc32)cc1	15.1µM*	-6.2%	-2.4	-31.1%	0.3%	-4.3%	4.6%	-12.2%	2.6%	-8.3	?
23	COc1ccc(C(=O)N2CCN(C(=O)CC(C)C)CC2)cc1OC	-6.8%	-0.2%	-1.8	-1.7%	-0.3%	-2.9%	0.5%	0.0%	1.9%	-1.4	0.5%
24	Cc1cc(C)c(NC(=S)N(CCN(C)C)Cc2cccs2)c(C)c1	-5.2%	-9.7%	-7.7	?	-0.9%	0.2%	-0.5%	6.2%	0.3%	-5.0	?
25	O=C(CCN1C(=O)C2CC=CCC2C1=O)Nc1nc(-c2ccc(F)c(F)c2)cs1 (stereo not drawn)	-23.2%	.	.	1.8%	-0.2%	-5.0%	.	.	-11.3%	-13.0	?
26	COc1ccc(-c2noc(=O)n2Cc2ccccc2F)cc1	-2.2%	-1.3%	1.5	?	-0.3%	-5.0%	3.2%	-2.6%	4.2%	-5.5	?
27	O=C(c1ccc(Nc2cccc(C(F)(F)F)c2)nc1)N1CCCC1	2.1%	-6.3%	1.8	-13.9%	0.4%	-5.3%	-0.5%	1.3%	-0.3%	-3.5	-1.4%
28	CCOC(=O)C1(C(F)(F)F)N=C(c2cccnc2)OC(N2CCCCC2)=N1 (stereo not drawn)	-3.8%	-3.3%	1.2	26.8%	0.1%	-2.1%	.	1.3%	-0.7%	-0.3	1.0%
29	Cc1ccccc1OCc1nnc2c3cnn(C)c3ncn12	4.1%	28.2µM*	-2.1	-9.4%	0.1%	-2.6%	4.0%	-11.7%	-10.1%	-25.8	12.6%
30	COc1ccccc1N1CCN(C(=S)Nc2ccc(S(=O)(=O)N3CCOCC3)cc2)CC1	-0.3%	-0.1%	-7.4	-52.3%[inhibitor]	-1.0%	0.2%	-2.3%	?	-1.2%	20.1	-21.5%
31	Cc1ccc(CNS(=O)(=O)c2ccc3oc(C(=O)O)c(C)c3c2)cc1	-1.5%[0.46 µM]	0.8%	12.1	0.8%	0.0%	-3.8%	2.9%	-0.8%	3.8%	0.5	1.0%
32	COc1cccc(CNc2ccc([N+](=O)[O-])cc2C)c1	-7.0%	24.6%	1.4	10.3%	0.1%	-1.6%	-1.5%	?	0.3%	-15.3	-2.2%
33	O=C(Cn1nnc(-c2ccccc2)n1)NC(=O)NC1CCCC1	-0.3%	.	.	11.5%	-0.8%	-0.7%	.	.	-0.8%	10.8	-1.6%
34	CNc1nc2ccccc2n1/N=C/c1cccc(OC)c1OC	-2.5%	-1.8%	.	-7.6%	-0.4%	-9.1%	-2.4%	30.8%[activator]	-4.7%	-3.9	9.2%
35	COC(=O)c1sc(NC(=O)CSc2nc3cccnc3n2C)nc1C	-0.9%	.	-0.1	-14.8%	0.0%	-2.4%	1.2%	.	-0.2%	-0.7	-12.6%
36	N#CCC(=O)N/N=C\c1cc(Br)ccc1OC/C=C/c1ccccc1	2.3%	-7.1%	.	19.3%	-1.0%	-4.9%	-5.4%	.	-14.2%	-25.0	?

# Records listed so far shown as hits in PKM2 act:
nr	molecule	Tb PFK block	PKM2 act	a7 integrin act	B2AR arrestin	TSG101-PTAP inh	GALK inhibitor	Menin-MLL TR inh	S-ASM inh
29	Cc1ccccc1OCc1nnc2c3cnn(C)c3ncn12	4.1%	28.2µM*	-9.4%	0.1%	-2.6%	4.0%	-11.7%	-10.1%
